BLM inh = qHTS Assay for Inhibitors of Bloom's syndrome helicase (BLM); recombinant BLM DNA unwinding, fluorescence dequenching; Potency, µM (doses to about 56.1 µM), without a hit: top-dose activity change, negative = inhibition, hits mostly inhibitors; 350,000 tested, 0.2% active; AID 2528, 2010;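 also: potency is read from the fitted curve at half-maximal effect; plate controls were vehicle for no effect and no enzyme for full effect; nearly all actives have a fitted effect of over 35% in size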
Pol beta inh = qHTS Assay for Inhibitors of DNA Polymerase Beta. Pol beta primer extension/strand displacement, fluorescence kinetic. Potency, µM (doses to about 114 µM), for the others: at the highest dose activity change, negative = inhibition, usual class: inhibitors. 340,000 tested, 1.3% active; also: potency is read from the fitted curve at half-maximal effect; % is scaled to controls: 0 for no effect and ±100 for the full control effect
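Values derive from four-parameter Hill fits of normalized kinetic data: reads at 0 and 10 min following addition of 50 nM substrate to 10 nM Pol beta preincubated 15 min with compound.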
POLK inh = qHTS for Inhibitors of Polymerase Kappa. DNA polymerase kappa (Homo sapiens), Q9UBT6. purified Pol kappa, fluorescent DNA synthesis assay, 10 min. Potency, µM (top dose mostly 107 µM), without a hit: top-dose activity, negative = inhibition, usual class: inhibitors. 400,000 tested, 0.53% active. AID 588579, 2011; also: potency is read from the fitted curve at half-maximal effect; % is scaled to controls: 0 for no effect and ±100 for the full control effect
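First, compounds were pin-transferred onto 10 nM Pol kappa. After 15 min at room temperature, substrate was added to 50 nM final. Fluorescence was then measured kinetically at 0 and 10 min.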
Anesthetic bind = qHTS Assay for Identification of Novel General Anesthetics. Ferritin light chain (Equus caballus), P02791. apoferritin/1-aminoanthracene competitive binding, fluorescence. Potency, µM (doses to about 77.5 µM), without a hit: at the highest dose activity change, negative = displacement, most hits filed as inhibitors. 350,000 tested, 0.074% active. AID 485281, 2010; also: potency is read from the fitted curve at half-maximal effect; % is scaled to controls: 0 for no effect and ±100 for the full control effect; nearly all actives have a fitted effect of over 20% in size
Target sequence (P02791 2-175 limits assumed): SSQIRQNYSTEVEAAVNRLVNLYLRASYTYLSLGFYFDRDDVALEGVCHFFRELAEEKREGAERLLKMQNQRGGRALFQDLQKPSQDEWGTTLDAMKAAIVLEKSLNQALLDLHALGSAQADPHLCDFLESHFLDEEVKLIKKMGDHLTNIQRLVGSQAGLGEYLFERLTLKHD
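10 uM apoferritin + 50% sat. 1-AMA, PBS; cpd 10 min RT; Ex380/Em535 endpoint; normalized to free probe vs complex; 4-param Hill fit; propofol titration as pos. ctrl.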
Pol iota inh = qHTS for Inhibitors of Polymerase Iota; Pol iota fluorescent replication assay, 10 min; Potency, µM (highest dose often 115 µM), for inactives: at the highest dose activity, negative = inhibition, usual class: inhibitors; AID 588590, 2011; 390,000 tested, 1% active; DNA polymerase iota (Homo sapiens), Q9UNA4; also: potency is read from the fitted curve at half-maximal effect
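Pol iota at 10 nM preincubated 15 min with compounds at room temperature; reaction started with fluorescent substrate, 50 nM final. Fluorescence read kinetically at 0 and 10 min; buffer-only wells as negative control.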
TRHR agonist = qHTS for Small Molecule Agonists and Allosteric Enhancers of Human TRH Receptor: Primary Screen for Agonists; Thyrotropin-releasing hormone receptor (Homo sapiens), P34981; TRHR cells, calcium flux fluo-8, FDSS agonist mode; activation, % at 2 µM; 360,000 tested, 0.18% active; AID 493084, 2011; in the data active = activation above about 30%; also: 0% is about no effect
Target sequence (P34981 whole entry, looked up): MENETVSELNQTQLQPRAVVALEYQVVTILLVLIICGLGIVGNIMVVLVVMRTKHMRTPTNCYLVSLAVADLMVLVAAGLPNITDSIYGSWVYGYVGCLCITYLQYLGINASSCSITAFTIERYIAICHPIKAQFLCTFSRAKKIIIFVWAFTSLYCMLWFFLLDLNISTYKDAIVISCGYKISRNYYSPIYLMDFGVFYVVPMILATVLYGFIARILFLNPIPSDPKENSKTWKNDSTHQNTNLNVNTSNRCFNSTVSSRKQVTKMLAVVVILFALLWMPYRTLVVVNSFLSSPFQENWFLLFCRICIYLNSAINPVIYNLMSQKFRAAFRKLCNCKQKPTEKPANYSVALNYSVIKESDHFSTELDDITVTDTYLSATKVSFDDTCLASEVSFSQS
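In this calcium-flux screen, cells bearing human TRHR are dye-loaded with fluo-8, baselined for 10 cycles, then exposed to library compounds; positive kinetic calcium responses during the agonist phase mark hits, with TRH as control.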
APE1 inh = qHTS Assay for Inhibitors of the Human Apurinic/apyrimidinic Endonuclease 1 (APE1). DNA repair nuclease/redox regulator APEX1 (Homo sapiens), P27695. Potency, µM (highest dose often 65.8 µM), for the others: top-dose activity change, negative = inhibition, usual class: inhibitors. AID 2517, 2012. recombinant APE1, TAMRA/BHQ-2 abasic DNA cleavage fluorescence. 350,000 tested, 0.35% active;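 also: potency is read from the fitted curve at half-maximal effect; plate controls were vehicle for no effect and reference inhibitor for full effect; nearly all actives have a fitted effect of over 55% in size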
Target sequence (P27695 whole entry, looked up): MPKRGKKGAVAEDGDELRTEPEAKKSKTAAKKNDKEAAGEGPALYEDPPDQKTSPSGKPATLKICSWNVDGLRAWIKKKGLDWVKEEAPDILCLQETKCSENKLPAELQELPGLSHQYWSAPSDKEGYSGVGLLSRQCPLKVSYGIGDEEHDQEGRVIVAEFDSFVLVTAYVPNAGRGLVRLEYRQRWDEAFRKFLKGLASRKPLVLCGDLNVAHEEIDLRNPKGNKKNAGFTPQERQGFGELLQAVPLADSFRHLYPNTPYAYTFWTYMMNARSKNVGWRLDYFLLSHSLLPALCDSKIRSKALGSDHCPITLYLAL
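Substrate: short duplex with […] THF abasic site, 5'-TAMRA and 3'-BHQ-2, 50 nM final. APE1 at 0.75 nM, preincubated 15 min RT with compound. Fluorescence increase from first to third read measured activity.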
ERG Ets-DNA blk = qHTS for Small Molecule Inhibitors of the ERG Ets/DNA interaction | Transcriptional regulator ERG (Homo sapiens), P11308 | fluorescence polarization, His-ERG Ets domain / labelled DNA | Potency, µM (top dose mostly 76.9 µM), without a hit: at the highest dose FP activity, negative = inhibition, most hits filed as inhibitors | 370,000 tested, 0.028% active | AID 624246, 2012; active = well fitted inhibition curve with a large enough effect in the polarisation, with a control signal flat; inconclusive = small, poorly fitted or top-dose-only effect, or effect the other way, or a change in a side signal; inactive = no such curve, though single readings can be large or run the other way; the % refers to the polarisation;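 also: polarization taken with two DNA probes labelled with fluorescein and Texas red; potency is read from the fitted curve at half-maximal effect; % of control where 0% means no effect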
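His-tagged ERG Ets domain (1 uM in the protein solution; 300mM KCl, 50mM Tris-HCl, 1mM EDTA, 1mM DTT, pH 7.5) received compound, then a probe mix of 5 nM fluorescein-DNA and 100nM Texas-615-DNA. Fluorescence polarization was read for both dyes.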
ALOX12 inh = Primary qHTS assay for inhibitors of human arachidonate 12S-lipoxygenase (ALOX12): Round 2; Polyunsaturated fatty acid lipoxygenase ALOX12 (Homo sapiens), P18054; 580,000 tested, 1.1% active; AID 1671190, 2021; Potency, µM (highest dose often 108 µM), for the others: top-dose activity change, negative = inhibition, most hits filed as inhibitors; purified 12hLO, xylenol orange hydroperoxide absorbance; also: potency is read from the fitted curve at half-maximal effect; % is scaled to controls: 0 for no effect and ±100 for the full control effect
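Purified human 12hLO (150 nM final) in 25 mM Hepes, 0.01% Triton X-100, pH 7.0 was preincubated 15 min at room temperature with compound. Then 40 uM arachidonic acid was added, 30 min. Hydroperoxide was read by Fe-XO absorbance ratio 573/405 nm.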
* = called active by the depositor; ? = inconclusive; / = no result given; & = joins results of further samples; [ ] = dose if it differs, or a comment. Unless noted, calls follow the shape of the dose curve; as a rule, active = well fitted curve in the direction sought with a large enough effect; inconclusive = small, poorly fitted or top-dose-only effect, or another doubt; inactive = no such curve, though single readings can be large; an effect the other way counts as inactive or inconclusive. Some of the compounds tested (hit frequency here may not be typical).

SMILES	BLM inh	Pol beta inh	POLK inh	Anesthetic bind	Pol iota inh	TRHR agonist	APE1 inh	ERG Ets-DNA blk	ALOX12 inh
CC(=O)Nc1ccc(N2C(=O)CSC2c2cccc(Br)c2)cc1 (stereo not given)	-2%	0%	4%	-8%	5%	1.5	41%	-5%	?
c1ccc(CN2CCC3(CC2)Nc2ccccc2S3)cc1	-6%	?	2%	-19%	11%	1.2	-1%	-8%	?
C=CCN1C(=O)N(/C=C/C)c2cccc3cccc1c23	-4%	-19%	-13%	-10%	29%	-0.4	-4%	-5%	-25%
CCOC(=O)c1sc2nc(CN3CCCCC3)nc(Cl)c2c1C	-2%	3%	-5%	-4%	135%[activator]	-0.7	-1%	0%	/
Cc1cc(NC(=O)CSc2nc(=O)n3cc(Cl)ccc3n2)no1	/	/	-9%	/	-16%	0.2	6%	16%	-8%
CCn1nnc(-c2ccc(N)cc2)n1	2%	-5%	5%	-4%	-7%	0.2	-2%	4%	-19%
Cc1ccc(C(=O)c2ccccc2C(=O)OCC(=O)Nc2cccc([N+](=O)[O-])c2)cc1	-7%	11%	2%	-10%	-9%	0.3	-3%	3%	-26%
Cc1ccc(S(=O)(=O)Nc2ccc3nc(-c4cccn4C)[nH]c3c2)cc1	-29%	3%	-12%	2%	48%[activator]	0.1	?	8%	?
O=C(N/C(=C\c1ccco1)C(=O)N1CCCC(CO)C1)c1ccccc1 (stereo not given)	-9%	21%	-1%	-5%	157%[activator]	0.4	43%[activator]	6%	-7%
Cc1ccc(C(=O)Nc2nnc(SCc3cc(=O)n4ccc(C)cc4n3)s2)cc1	-3%	4%	-13%[60.1 µM]	48%[activator]	-9%	0.2	/	0%	-10%
C=CCNC(=S)N/N=C(\C)c1ccccn1	3%	10%	-15%	-7%	6%	0.5	-4%	-2%	?
CCOC(=O)c1cn(-c2ccc(F)c(F)c2F)c2c(F)c(F)c(F)cc2c1=O	-7%	9%	2%	-9%	19%	0.0	1%	7%	0%
NC(=O)c1ccc(NC(=O)COC(=O)C2COc3ccccc3O2)cc1 (stereo not given)	/	/	-2%	/	94%[activator]	/	-17%	3%	-9%
Cc1noc(NS(=O)(=O)c2ccc(NC(=O)COc3ccc(C#N)cc3)cc2)c1C	/	/	-4%	/	74%[activator]	/	17%	13%	-15%
O=C(COC(=O)c1cccc(NS(=O)(=O)c2ccc(F)c(F)c2)c1)NC(=O)NC1CCCC1	-1%	10%	-5%	-21%	4%	-0.4	-1%	0%	?
COc1ccc(S(=O)(=O)N2CCCCCC2)cc1C(=O)OC(C)C(N)=O (stereo not given)	-3%	14%	-10%	-9%	5%	-0.5	6%	-4%	-19%
CN(C)c1ccc(CNCCC2CCOC(C)(C)C2)cc1 (stereo not given)	1%	0%	/	-2%	/	0.3	-4%	/	/
CC(C)CC(COCc1ccc(F)cc1)N1CCN(C(=O)c2cccc(C(F)(F)F)c2)CCC1=O (stereo not given)	-7%	1%	11%	-1%	2%	0.0	0%	12%	-1%
C=CCNc1nc(-c2ccc(OC)cc2OC)cs1	-5%	-1%	-5%	-24%	?	-0.3	-7%	5%	-38%
CC1C/C(=N/NC(=O)c2ccc(CSc3nc4ccccc4[nH]3)cc2)CC(C)(C)C1 (stereo not given)	-4%	14%	-13%	-4%	8%	-0.2	-7%	6%	2%
COc1cc(C2NC(=O)N(C)C3=C2C(=O)N(c2cccc(Cl)c2)C3)ccc1O (stereo not given)	1%	0%	14%	-12%	24%	-0.2	/	-1%	0%
CC(C)COc1ccc(Nc2ncnc3ccc(Br)cc23)cc1	-9%	7%	0%	1%	-3%	0.7	/	1%	-4%
O=C(Cc1ccc(Br)cc1)Nc1ccc(S(=O)(=O)Nc2ncccn2)cc1	-7%	0%	-2%	-2%	96%[activator]	0.2	3%	-3%	-3%
CC1=C(C(N)=O)C(c2ccc(Br)cc2)n2nc(CCCO)nc2N1 (stereo not given)	-8%	30%	4%[60.1 µM]	0%	-29%	0.9	-14%	5%	9%
Cc1c(N)cccc1Cl	-1%	/	-29%	-6%	22%	/	-6%&3%	-8%	9%

The closing 2 entries of the part above are carried over, then new ones follow:
SMILES	BLM inh	Pol beta inh	POLK inh	Anesthetic bind	Pol iota inh	TRHR agonist	APE1 inh	ERG Ets-DNA blk	ALOX12 inh
CC1=C(C(N)=O)C(c2ccc(Br)cc2)n2nc(CCCO)nc2N1 (stereo not given)	-8%	30%	4%[60.1 µM]	0%	-29%	0.9	-14%	5%	9%
Cc1c(N)cccc1Cl	-1%	/	-29%	-6%	22%	/	-6%&3%	-8%	9%
Cc1cc(Cl)ccc1NC(=S)NCCc1ccc(S(N)(=O)=O)cc1	/	/	-11%	/	8%	/	/	4%	?
COc1ccc(CCNC(=O)Cn2c(=O)oc3cc(Cl)ccc32)cc1OC	0%	0%	-15%	-10%	10%	0.0	0%	6%	-4%
Cc1cc(C)c2c(n1)sc1c(=O)[nH]c(SCc3ccccc3)nc12	-1%	-20%	8%	11%	-2%	-0.6	10%	-4%	0%
CC1CCCN(CC(=O)Nc2cc(S(=O)(=O)N3CCOCC3)ccc2N2CCCC2)C1 (stereo not given)	/	/	3%	/	-15%	-0.9	24%	6%	99%[activator]
O=S1(=O)C=C(SCCN2CCCC2)c2ccccc21	-5%	28%	-9%	?	32%[activator]	0.1	14%	0%	13%
CCCN1CCN(CCCNC(=O)C2CCN(c3nnc(-n4cccc4)s3)CC2)CC1	-8%	23%	-8%	-9%	2%	0.1	20%	5%	1%
CCc1nc2sc(C)c(C)c2c(=O)n1CCO	0%	-1%	-1%	0%	7%	0.0	-1%	0%	-9%
COc1cc(COc2cc(N)c(Cl)cc2C(=O)CCC2CCN(CCNS(C)(=O)=O)CC2)cc(OC)c1	37%[activator]	/	2%&-10%[19.4 µM]	-15%	/	/	0%&-3%	/	-28%&0%
COc1ccc(CC(C(=O)Nc2cc(C)ccc2C)/C(N)=N/O)cc1 (stereo not given)	-2%	-1%	-10%	-5%	12%	0.1	-5%	1%	?
Cc1ccc(-c2nc(CN(CC3CCC3)CC3CCCO3)c(C)o2)s1 (stereo not given)	-2%	21%	13%	-7%	63%[activator]	0.0	-7%	5%	7%
CCN(CC)S(=O)(=O)c1cc(C(=O)OCC(=O)NC2CCCc3ccccc32)ccc1C (stereo not given)	-2%	14%	-4%	-5%	?	0.4	-1%	/	2%
COc1cccc(NC(=O)CNC(=O)N2CC(=O)Nc3ccccc32)c1	2%	3%	10%	1%	-8%	0.4	58%	-11%	-1%
O=[N+]([O-])c1ccc(N2CCCC2)cc1NC1CC1	-6%	10%	2%	?	20%	-0.2	?	/	-4%
COc1cccc(NC(=O)Nc2ccc3snnc3c2)c1	-8%	10%	-5%	-5%	33%	1.3	/	3%	0%
CSc1nnc(Cc2sc(-c3ccccc3)nc2-c2ccccc2)o1	-12%	-16%	-4%	-6%	-2%	0.8	-5%	12%	?
O=C(O)c1ccccc1-c1c2ccc(=O)cc-2oc2cc(O)ccc12	32µM*	/	27µM*	726%[activator]	/	/	28µM*	/	/
COc1ccc(C2C([N+](=O)[O-])=C(C)N(C)C(=O)N2C)cc1OC (stereo not given)	-7%	-14%	-4%	-9%	33%[activator]	0.0	0%	11%	-3%
O=S(=O)(NCCCc1ccccc1)c1ccc(Cl)cc1	-4%	-12%	-12%	-22%	18%	-0.3	-4%	3%	-7%
O=C(CSc1ncn[nH]1)N/N=C/c1ccc(F)cc1	/	/	11%	/	20%	/	/	-4%	189%[activator]
CN(C(=O)c1ccno1)c1nnc(-c2cccnc2)s1	-7%	2%	-10%	-1%	17%	-0.3	-1%	1%	?
COc1ccc(Br)c(C(=O)Nc2cccc(S(=O)(=O)N3CCOCC3)c2)c1	/	/	-5%	/	0%	0.6	23%	-11%	8%
CCOC(=O)c1ccc(OC(=O)c2cn(-c3ccc(C)cc3)c(=O)c3ccccc23)cc1	-3%	-3%	-9%[60.1 µM]	-20%	12%	1.2	/	0%	-25%
CCN(CC(=O)Nc1c(F)cccc1F)C(=O)Cc1csc(-c2ccc(OC)c(OC)c2)n1	/	/	-3%	/	-3%	-0.2	10%	0%	2%
CCOC(=O)C1=C(C)N(c2ccccc2)C(=O)/C1=C\c1cccs1	-3%	28%	-17%	4%	6%	0.1	-5%	-6%	-23%

Screens deposited in PubChem by National Center for Advancing Translational Sciences (NCATS).
